# Source: PubChem BioAssay
# 697 NFkB inh = lowers PMA/ionomycin-induced NF-kB signal in 697 B cells; inhibition, % at 4 µM; 697 B-cell NF-kB luciferase reporter, 16 h; AID 435022; 0.33% of 330,000 active; in the data active = inhibition above about 35%
# tim23-1 inh = growth inhibitors of tim23-1 mutant yeast | S. cerevisiae tim23-1 growth, BacTiter-Glo luminescence, 24 h | inhibition, % at 20 µM | 1.3% of 330,000 active;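 active = growth inhibition of the mutant yeast at or above 50%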;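 also: temperature-sensitive mutant grown at 25 °C; plate controls were DMSO-treated mutant yeast for no effect and medium wells lacking yeast for full effect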
# UPR CHOP act = activators of apoptotic arm of unfolded protein response (CHOP); CHO-CHOP luciferase reporter, UPR activation, luminescence; percent of tunicamycin response over DMSO baseline; 0.34% of 330,000 active; AID 449763; activation, % at 10 µM;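 active = at 10 µM dose, activation of 40% or more, normalized to positive control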;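 also: 100% = tunicamycin at 10 µg/mL and 0% = DMSO alone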
#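 assay system = CHO CHOP reporter cells | amount = 500 CHO-CHOP cells per well | buffer or medium = F12 with 10% FBS | incubation = 16-18 h cell attachment, then 6 h compound exposure, 37 °C | detection = luminescence read with Steady-Glo | read-out = percent activation relative to tunicamycin control | controls = tunicamycin high control, DMSO low control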
# APJ antag = blocks the human apelin receptor APJ | CHO-K1 APJ beta-arrestin complementation, luminescence | 0.32% of 330,000 active | P35414 | inhibition, % at 20 µM;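 active = inhibition above about 40% at 20 µM, limit read from the data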;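 also: cells challenged with 10 nM apelin-13 agonist together with compound; plate controls were apelin-13 plus DMSO wells for no effect and DMSO wells lacking apelin-13 for full effect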
# Jurkat NFkB inh = inhibitors of the PMA/ionomycin-induced NF-kB reporter in Jurkat cells; PMA/ionomycin-induced NF-kB luciferase reporter, luminescence; inhibition, % at 4 µM; 0.53% of 330,000 active; AID 435003; in the data active = inhibition above about 50%
# APJ ag = activates the human apelin receptor APJ | AID 2520 | CHO-K1 APJ PathHunter beta-arrestin, luminescence; 0% DMSO wells, 100% apelin | 0.11% of 330,000 active | activation, % at 20 µM | P35414;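 active = activation more than six SD over the plate average, tested at 20 µM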;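 also: 0% = DMSO alone and 100% = apelin-13 at 10 nM; some results filed as inactive read as strong as hits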
#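 Assay system: engineered CHO-K1 APJ arrestin reporter cells; Amount: 1000 CHO-K1 reporter cells seeded per well; Dosing: one dose, 20 µM compound, 1% DMSO; Times: compound stimulation 90 min at 25 °C, detection 60 min; Measured by: luminescent beta-gal fragment complementation, chemiluminescent substrate; Read-out: APJ–arrestin association signal; Controls: DMSO vs Apelin-13 10 nM.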
# XBP1 UPR activ = activators of adaptive arm of unfolded protein response (XBP1); AID 463104; CHO-XBP1 luciferase reporter, IRE1-XBP1 UPR activation, luminescence; percent of tunicamycin response, DMSO as zero; 0.33% of 330,000 active; activation, % at 20 µM;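 active = versus positive control, 20 µM dose yields 30% or more activation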;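 also: 100% = tunicamycin at 10 µg/mL and 0% = DMSO only wells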
#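 Material: CHO-XBP1 cells stably carrying IRE1-XBP1-driven luciferase reporter / Amount: 1000 cells per well / Compound: 20 µM, 1% DMSO / Times: 6 h treatment, 37 °C / Detection: luciferase luminescence / Measure: % activation of reporter signal versus tunicamycin and DMSO controls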
# Mdm2 MdmX PPI = human Mdm2/MdmX binding inhibition | SaOS-2 split-luciferase Mdm2/MdmX complementation, luminescence | AID 485346 | 3% of 330,000 active | O15151+Q00987 | inhibition, % at 8 µM;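 active = inhibition of at least 50% at 8 µM in the primary screen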
# Target sequence (O15151 whole entry, looked up): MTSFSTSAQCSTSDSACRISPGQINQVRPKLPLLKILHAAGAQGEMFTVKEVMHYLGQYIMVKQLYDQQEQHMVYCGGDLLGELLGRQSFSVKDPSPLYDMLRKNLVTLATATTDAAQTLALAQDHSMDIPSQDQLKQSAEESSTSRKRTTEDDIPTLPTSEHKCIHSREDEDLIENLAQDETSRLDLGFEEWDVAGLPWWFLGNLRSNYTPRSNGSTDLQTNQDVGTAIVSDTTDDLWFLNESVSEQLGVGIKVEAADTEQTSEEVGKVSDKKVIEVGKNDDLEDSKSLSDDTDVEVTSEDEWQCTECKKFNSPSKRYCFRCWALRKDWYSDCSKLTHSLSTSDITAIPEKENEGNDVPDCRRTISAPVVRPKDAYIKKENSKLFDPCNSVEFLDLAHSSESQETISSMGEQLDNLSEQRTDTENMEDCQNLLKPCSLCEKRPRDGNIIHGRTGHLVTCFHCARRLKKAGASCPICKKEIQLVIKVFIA
# Target sequence (Q00987 whole entry, looked up): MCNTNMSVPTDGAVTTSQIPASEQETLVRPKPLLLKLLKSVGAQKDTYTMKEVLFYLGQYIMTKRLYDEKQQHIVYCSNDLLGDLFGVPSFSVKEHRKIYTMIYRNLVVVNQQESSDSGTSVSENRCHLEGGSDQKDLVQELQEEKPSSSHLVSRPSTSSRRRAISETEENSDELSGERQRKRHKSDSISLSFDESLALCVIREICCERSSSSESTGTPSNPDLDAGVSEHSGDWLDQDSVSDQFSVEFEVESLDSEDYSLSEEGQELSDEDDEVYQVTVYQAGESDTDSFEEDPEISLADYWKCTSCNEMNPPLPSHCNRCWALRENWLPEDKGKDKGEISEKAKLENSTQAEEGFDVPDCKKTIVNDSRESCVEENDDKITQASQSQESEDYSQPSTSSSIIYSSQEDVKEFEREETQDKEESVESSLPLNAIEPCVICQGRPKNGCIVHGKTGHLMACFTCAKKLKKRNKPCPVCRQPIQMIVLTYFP
# Active calls of the source: *.
# Results follow in this order: 697 NFkB inh, tim23-1 inh, UPR CHOP act, APJ antag, Jurkat NFkB inh, APJ ag, XBP1 UPR activ, Mdm2 MdmX PPI
CCn1nc(C)c(/C=N/NC(=O)Cn2nc(C)cc2C)c1C
    -25.0, 14.5, 1.5, -16.6, -0.5, 0.8, 2.6, -19.2
Cc1ccc(C)c(-c2csc(-c3cccnc3)n2)c1
    -16.9, -18.0, 0.7, -2.4, -6.7, -4.5, 0.5, 23.0
CCNc1nc(NCC)n2c(SCC(=O)Nc3ccccc3OC(F)F)nnc2n1
    8.4, 0.4, -0.3, 1.5, 14.6, -3.9, -2.2, 19.6
CCOc1ccc(N(CC(=O)NCc2ccc(F)cc2)C(=O)c2ccco2)cc1
    10.0, 13.6, 3.2, 15.5, -1.3, -3.2, 1.8, -6.3
COc1ccc(-c2cc(C3CCN(CC(O)C(F)(F)F)CC3)[nH]n2)cc1 (stereo not given)
    2.3, 7.1, 1.7, 5.0, -4.8, -2.4, -0.9, 3.3
Cc1ccc(NC(=O)/C(Cl)=C\c2ccccc2)cc1
    -101.8, 18.3, -1.7, 0.6, -223.1, -2.3, -3.2, -161.7
Cc1noc(C)c1C(=O)N1CCN(c2cccc(Cl)c2)CC1
    0.6, 15.8, 2.2, -20.4, -3.0, -1.2, 0.1, -17.8
Cc1ccc(S(=O)(=O)NCCNC(C)c2ccc(Br)cc2)cc1 (stereo not given)
    12.2, 27.1, -0.1, 13.4, 6.3, -3.9, -0.3, 3.7
Cc1cccc(NC(=O)C(=O)C2C(=O)Nc3ccccc32)c1 (stereo not given)
    -15.1, 11.7, 2.7, 21.1, 9.4, -2.3, 1.4, -4.6
CN(Cc1ccccc1)C(=O)c1cc(S(=O)(=O)N2CCOCC2)cn1C
    -2.6, 2.8, 0.8, 11.8, -2.7, 11.3, -3.4, 12.8
O=C(NCc1ccc2c(c1)OCO2)c1c(O)nc2sccn2c1=O
    -2.3, 68.2*, 0.9, -79.6, 0.7, 0.2, 0.5, 16.7
CC(=O)NC(c1ccccc1)c1nc2ccccc2[nH]1 (stereo not given)
    -38.0, 6.0, -0.5, -3.0, -21.5, 1.8, -2.5, 4.2
O=C(Nc1ccc(C(=O)N2CCN(c3ccccn3)CC2)cc1)c1ccc(Br)o1
    26.0, 35.7, 1.7, 12.8, 9.3, -1.9, -2.0, -13.3
O=C(c1ccco1)N1CCN(C(=O)c2ccc(CS(=O)c3cccc(Cl)c3)o2)CC1 (stereo not given)
    11.9, -0.7, -1.1, 10.8, 12.1, -5.4, -6.8, 19.9
COc1ccccc1N(CC(=O)NCc1ccco1)S(C)(=O)=O
    18.3, -2.9, 0.4, -13.5, 8.8, -1.7, -0.1, 7.0
O=C(Cn1ncc(Cl)c(Cl)c1=O)N1CCN(S(=O)(=O)c2ccc3ccccc3c2)CC1
    -41.5, 23.9, 93.9*, 14.4, -9.3, -1.7, -5.4, 100.2*
COc1ccccc1CNC(=O)COC(=O)c1cccc(-n2cnnn2)c1
    15.4, -1.5, 0.3, -6.7, 6.5, -5.0, -0.7, -17.0
Brc1ccc2[nH]c3c(NCc4ccccn4)ncnc3c2c1
    23.8, 8.8, -0.4, 6.1, 2.4, -2.6, 4.0, 30.3
COc1cc(S(=O)(=O)N(Cc2ccc(C)cc2)C2CCCCC2)ccc1-n1cnnn1
    -14.7, 13.2, 7.9, 4.6, 16.3, -1.0, -4.0, 29.9
CCN1CCCC1CNC(=O)C(=O)Nc1ccccc1OC (stereo not given)
    8.2, 3.5, -1.5, -5.2, -1.2, -4.1, -6.5, 20.3
O=C(O)CCc1nn2c3ccccc3nc2n(Cc2ccccc2)c1=O
    22.0, 11.4, -0.8, 15.2, -2.1, -4.4, -3.3, 28.9
OCC1(Cc2ccccc2C(F)(F)F)CCN(Cc2cccc3cnccc23)CC1
    -25.5, -26.0, -0.6, -2.7, 7.9, -3.2, -3.5, -16.9
Cc1c(C(=O)N/N=C/c2cccnc2)sc(=S)n1C
    -11.3, 14.9, 0.4, -12.5, 6.5, 2.9, -1.0, -29.7
O=C(Nc1ccc(Br)cc1)C1CC(O)CN1C(=O)Oc1ccccc1 (stereo not given)
    4.3, 4.4, -0.9, 6.8, -2.7, -3.5, -2.0, 24.7
CC(c1ccco1)N(C(=O)Nc1ccc(Cl)cc1)c1ccccn1 (stereo not given)
    -16.6, 28.4, 0.7, -1.4, -14.5, -1.3, -2.6, -19.0
COc1ccc(C(=O)N2CCOC23CCN(c2ncccn2)CC3)cc1
    -13.4, 20.3, -0.9, -3.9, -5.7, -1.6, 0.3, 2.3
CCCCN(C(=O)c1ccc(S(=O)(=O)N(C)C)cc1)c1nc2ccccc2s1
    1.4, 5.3, 2.2, 4.9, -12.5, 1.1, -2.8, -0.5
COc1ccc(CNC(=O)COC(=O)c2nc3nc(C)cc(C)n3n2)cc1
    6.6, 10.1, 0.2, -47.4, 4.0, -3.2, -1.2, 32.3
COc1ccc(C(=O)c2cnc[nH]2)cc1
    -32.9, 4.7, -1.6, -8.1, -45.5, 1.1, 2.5, -2.3
O=C(CCNS(=O)(=O)c1ccc2c(c1)CCC(=O)N2)Nc1ccc2c(c1)OCCO2
    -16.5, 4.2, -3.6, 4.8, -2.7, -4.3, -2.6, 29.4

# Reformatted: entries from further up.
structure	697 NFkB inh	tim23-1 inh	UPR CHOP act	APJ antag	Jurkat NFkB inh	APJ ag	XBP1 UPR activ	Mdm2 MdmX PPI
CCOc1ccc(N(CC(=O)NCc2ccc(F)cc2)C(=O)c2ccco2)cc1	10.0	13.6	3.2	15.5	-1.3	-3.2	1.8	-6.3
COc1ccc(-c2cc(C3CCN(CC(O)C(F)(F)F)CC3)[nH]n2)cc1 (stereo not given)	2.3	7.1	1.7	5.0	-4.8	-2.4	-0.9	3.3

# Next structures follow:
# Results follow in this order: 697 NFkB inh, tim23-1 inh, UPR CHOP act, APJ antag, Jurkat NFkB inh, APJ ag, XBP1 UPR activ, Mdm2 MdmX PPI
NC1=NC(c2ccccc2)N=C(Nc2ccccc2)N1 (stereo not given)
    -8.6, 12.7, 1.2, 1.2, 41.3, -2.6, 3.8, 16.8
Nc1nc(NCC2CCCO2)nc(Nc2ccccc2F)c1[N+](=O)[O-] (stereo not given)
    -17.6, 5.4, 2.2, -7.8, 8.0, -1.6, 1.6, 29.7
CO/N=C/NC(=O)c1c(OC)ccnc1Oc1cccc(C(F)(F)F)c1
    -4.5, 15.1, -1.2, -5.2, -0.7, -3.9, -0.4, 9.0
OC(CN1CCN(c2ccccn2)CC1)Cn1c2ccccc2c2ccccc21 (stereo not given)
    -23.9, 20.0, 0.5, -15.5, -20.3, 0.8, -3.4, 17.3
c1ccc(-c2cnc(CSc3ncnc4sccc34)o2)cc1
    -7.4, 24.6, -1.2, -12.0, -14.5, -2.9, 2.3, 5.7
COc1ccc(C)cc1NC(=O)CSc1nnc(-c2ccccn2)n1Cc1ccco1
    7.1, -0.3, 0.5, -33.3, 2.9, -4.1, -3.9, 6.6
COc1ccc(O)c(/C=N/NC(=O)c2ccc(OCc3cccc(Br)c3)cc2)c1
    -18.0, -18.7, -2.1, -6.0, 26.0, -5.0, -1.4, 67.9*
CCOC(=O)/C(=N\Nc1cccc(C(F)(F)F)c1)N(CCOC)CCOC
    -6.7, 19.7, -1.0, 19.4, 11.9, -2.0, -2.0, -10.1
Cc1cccc(NC(=S)NNC(=O)c2ccc(O)cc2O)c1C
    5.9, -1.8, -1.7, -11.1, 0.3, -4.4, -1.6, -6.4
CN(O)/C=C1\C(=O)Nc2ccccc21
    21.3, 12.0, 1.3, -22.1, -0.8, 1.2, -0.9, 3.7
CCN(CC)C(=S)SCC(=O)c1ccc(F)cc1
    -199.8, 1.7, 4.4, 1.9, -91.8, 2.3, 1.9, -219.1
COc1ccc(C(=O)Oc2cc(/C=N/NS(=O)(=O)c3ccc(C)cc3)ccc2OC)cc1
    -1.8, 10.1, 1.1, 22.3, -6.2, -3.1, -3.8, 35.2
CCN(CC)Cc1cc(NC2=NS(=O)(=O)c3ccccc32)ccc1OC(=O)c1ccccc1
    -33.3, 4.2, 1.5, 17.7, -0.8, -4.0, 0.8, 9.1
Cc1ccc(C(=O)N(CC(=O)NC2CCCCC2)c2ccccc2C)s1
    -4.4, 31.5, -1.2, 1.8, 2.0, -0.7, -4.1, 4.4
CCC(C)(C)NC(=O)CN(C(=O)CNS(=O)(=O)c1ccc(F)cc1)c1ccc2c(c1)OCCO2
    13.4, 3.7, -0.2, -16.7, -1.0, -2.2, 4.1, 16.9
CC(=O)CCc1ccc(OCCCCN2CCC(Cc3ccccc3)CC2)cc1
    -1.6, -450.5, 0.2, -4.4, 14.0, 0.2, -2.2, 7.1
Cc1ccccc1OC(=O)c1cccnc1
    6.5, 14.1, 0.3, -26.5, -6.8, -3.0, -3.3, 9.0
Cc1oc(-c2cccc(Cl)c2)nc1CN1CCC(C(=O)NCc2ccco2)CC1
    12.5, 11.3, -0.1, 4.8, 5.7, -4.2, 3.4, 3.0
CCCCC(=O)Nc1c(O)c2ccccc2[nH]c1=O
    17.0, -11.2, 1.6, 2.6, 15.2, -6.6, 0.1, 23.3
CN(CC(=O)Nc1ccc(N2CCOCC2)cc1)CC(=O)Nc1ccc(C(F)(F)F)cc1
    -19.4, 17.9, -0.1, -3.0, -4.9, -4.0, -3.5, 11.4
Cc1cc(C)nc(N2CCN(c3nnnn3-c3ccccc3)CC2)n1
    2.6, 13.6, 0.6, -5.6, -2.9, -4.9, -2.6, -1.4
CC(C)COc1ccc(C(=O)NC(=S)Nc2ccc(CN3CCOCC3)cc2)cc1
    -9.2, -29.3, -3.1, -7.5, -5.9, -2.0, -2.5, -19.6
CC(=O)Nc1ccc(S(=O)(=O)N(C)CC(=O)OC(C)C(=O)NC2CCCCC2)cc1 (stereo not given)
    2.7, 10.7, 1.8, 16.2, 1.8, 7.2, 0.1, -2.6
Oc1oc(-c2ccco2)nc1C=Nc1ccccc1
    3.7, -30.8, 1.8, 15.8, -2.9, -6.0, 5.2, -3.7
CCc1ccc2oc(=O)cc(CN3CCCCC3)c2c1
    2.1, 9.5, 1.9, 10.3, -21.8, -2.5, 1.1, 33.7
CCc1cc(C)cc(OCCNC(=O)c2cncc(Br)c2)c1
    -5.0, 21.0, -1.1, 3.4, 4.4, -2.9, -3.3, 58.5*
Cc1cc(C(=O)N=Nc2c(O)n(C(C)C)c3ccccc23)n[nH]1
    -4.6, 4.5, 1.6, -5.1, -13.4, -1.0, 7.9, 11.7
Cc1ccc(CNC(=O)CSc2nnc3c(n2)[nH]c2ccc(F)cc23)cc1
    2.7, 5.5, 0.7, 11.7, 5.6, -1.2, -4.9, -4.0
Nc1cccc2c1C(=O)N(Cc1cccc(Cl)c1)C2=O
    7.2, 18.5, 0.8, -13.7, -2.9, 0.4, -4.3, 28.1
CNC(=O)COC(=O)/C=C/c1c(C)nn(-c2ccccc2)c1C
    25.9, 10.0, -0.6, 0.5, 1.9, -0.4, -2.8, 13.3
O=c1c([N+](=O)[O-])c[nH]c2ccccc12
    -14.2, 3.2, -1.0, -2.7, -6.9, 0.1, 3.2, -40.1
CC(=O)OC[C@H]1COc2ccc3ccccc3c2[C@H]1N(C)C(C)=O
    10.3, 2.6, 1.1, 7.6, 17.5, -2.4, -1.7, -6.9
CCOC(=O)c1ccc(Nc2cc(C)nc3ncnn23)cc1
    10.0, 3.6, 1.4, -14.5, -10.2, -2.9, -2.0, 2.9
